High-throughput results: PubChem BioAssay, MTDP
RNase H inhibition: RNase H inhibition, HIV 1 Gag Pol polyprotein, FRET biochemical assay, screening (AID 372); HIV-1 RT RNase H, FRET RNA/DNA substrate fluorescence; higher % means a stronger effect; inhibition, % at 10 µM; hits with a dose series show IC50 in µM; 0.77% of 100,000 active; in the data active means inhibition above about 50%
The depositor's hits bear a star. Some of the compounds tested. The share of hits here may be higher or lower than overall.

Compound | RNase H inhibition
Cc1ccccc1OCC(O)CNS(=O)(=O)c1ccccc1C(=O)O (stereo not drawn) | 14%
O=C(Nc1cccc(Br)c1)Nc1ccc2nccnc2c1 | 13%
CCOC(=O)c1c(NC(C)=O)sc2cc(C(C)(C)C)ccc12 | 28%
C/C(=C\C(=O)ONC(=O)c1ccccc1)NCc1ccccc1 | 7%
C#CCOC(=O)/C(=C/C=C/c1ccccc1)NC(=O)c1ccccc1 | 21%
Cc1cc(C(=O)Nc2ccccc2C(=O)O)ccc1NC(=O)C(C)(C)C | 4%
C=C(C)C(C)(C#CCN1CCOCC1)OC(C)=O (stereo not drawn) | 56%*
CCOC(=O)C(C)Oc1cccc2c1ccc1c(-c3ccccc3)cc(=O)oc12 (stereo not drawn) | 8%
CC12CC3CC(C)(C1)CC(C(=O)Nc1nn[nH]n1)(C3)C2 | 5%
COc1ccc(C2Nc3ccccc3NC3=C2C(=O)CC(C)(C)C3)cc1OCc1ccccc1 (stereo not drawn) | 12%
CCOP(=O)(CN(C)S(=O)(=O)c1ccc(Br)cc1)OCC | 7%
CCOc1ccc(C2/C(=C(\O)c3ccccc3)C(=O)C(=O)N2CCOC)cc1 (stereo not drawn) | 0%
COc1cccc(C(=O)OC2CC(C)N(C)CC2C)c1 (stereo not drawn) | 11%
Cc1ccc(N(CC(=O)Nc2ccccc2C(F)(F)F)S(C)(=O)=O)c(C)c1 | 18%
CCN(CC)c1ccc(NC(=O)c2ccc3ccccc3n2)cc1 | 22%
CCOC(=O)CSc1nc2c(c(=O)n(C)c(=O)n2C)n1C | 0%
O=C(Nc1ccc2c(c1)OCCO2)c1cccnc1 | 0%
O=C(CCN1C(=O)/C(=C\c2ccc(Cl)cc2)SC1=S)Nc1ccccc1C(=O)O | 15%
CCOc1cc(/C=C(\C#N)c2ccc([N+](=O)[O-])cc2)ccc1O | 8%
CC(C)OC(=O)c1ccc(OC(=O)c2cccnc2)cc1 | 7%
Cc1ccc(S(=O)(=O)Nc2ccc(N3CCOCC3)cc2)cc1[N+](=O)[O-] | 7%
Cc1cc(OCC(=O)Nc2ccc(Cl)c(-c3nc4ncccc4o3)c2)cc(C)c1Cl | 11%
O=C(c1ccc(Cl)cc1Cl)N1CCN(c2ccccn2)CC1 | 5%
COc1ccccc1N1C(=O)C2C3C=CC(C3=C(C)C)C2C1=O (stereo not drawn) | 7%
O=C(O)CCCCCN1C(=O)C(=O)/C(=C(/O)c2ccc([N+](=O)[O-])cc2)C1c1ccc2c(c1)OCO2 (stereo not drawn) | 8%
Cc1ccccc1NC(=O)/C(C#N)=C/c1ccc(-c2ccc(Cl)cc2Cl)o1 | 0%
Cc1ccc(-c2cc(C(=O)N/N=C/c3cccc([N+](=O)[O-])c3)[nH]n2)cc1 | 17%
COc1ccc(NC(=O)CC(c2ccccc2)c2ccccc2)c(OC)c1 | 0%
CCOC(=O)c1[nH]cnc1C(=O)Nc1ccc(Br)cc1 | 6%
Fc1ccc(OCCCN2CCOCC2)cc1 | 0%
CCOC(=O)c1ccc(NC(=O)c2cc(Cl)c(OC)c(Cl)c2)cc1 | 8%
NS(=O)(=O)c1ccc(NC(=O)/C(=C\c2cccc(Br)c2)NC(=O)c2ccccc2)cc1 | 7%
C/C=C/c1ccc(OCCOCCOc2ccc(Cl)c(C)c2)c(OC)c1 | 18%
COc1ccc(NC(=O)Nc2nnc(-c3ccccc3OC)s2)cc1 | 47%
CCn1c(NCc2cccc(OC)c2O)nc2ccccc21 | 10%
CCN1C(=O)/C(=C\c2ccccc2C)SC1=S | 46%
Cc1ccc(OCC(=O)Nc2cc(-c3nc4ccc(C)cc4o3)ccc2Cl)c(C)c1 | 4%
O=C(COc1ccc(Br)cc1)Nc1ccc(Cl)cc1 | 15%
CC(C)(C)c1ccccc1OCCCSC#N | 10%
CC(=O)NC(c1ccco1)c1ccc2cccnc2c1O (stereo not drawn) | 22%

Filtered by structure, the entries above with fluorine (two)
Compound | RNase H inhibition
Cc1ccc(N(CC(=O)Nc2ccccc2C(F)(F)F)S(C)(=O)=O)c(C)c1 | 18%
Fc1ccc(OCCCN2CCOCC2)cc1 | 0%

Random excerpt: 5 compounds from above, in no set order.
Compound | RNase H inhibition
CC(C)(C)c1ccccc1OCCCSC#N | 10%
NS(=O)(=O)c1ccc(NC(=O)/C(=C\c2cccc(Br)c2)NC(=O)c2ccccc2)cc1 | 7%
CC(=O)NC(c1ccco1)c1ccc2cccnc2c1O (stereo not drawn) | 22%
Cc1ccccc1NC(=O)/C(C#N)=C/c1ccc(-c2ccc(Cl)cc2Cl)o1 | 0%
Cc1cc(OCC(=O)Nc2ccc(Cl)c(-c3nc4ncccc4o3)c2)cc(C)c1Cl | 11%

The results go on.
Compound | RNase H inhibition
Cc1ccccc1NCC(=O)N/N=C\c1ccc(-c2ccc(Cl)cc2)o1 | 0%
Cc1ccc(C)c(NC(=O)CN(c2cc(Cl)cc(Cl)c2)S(C)(=O)=O)c1 | 10%
COc1ccc2c(c1OC)C(=O)N1N=C(c3ccc(I)cc3)CC21 (stereo not drawn) | 1%
Cc1ccc(S(=O)(=O)N(CC(O)CN2CCCCC2)c2cccc3ccccc23)cc1 (stereo not drawn) | 16%
COc1ccc(-c2nnc(-c3sc4ccccc4c3Cl)o2)cc1 | 39%
O=Cc1ccc(OCc2ccc(F)cc2)c(Br)c1 | 1%
COc1ccc(CN2CCN(Cc3cccc([N+](=O)[O-])c3)CC2)c(OC)c1 | 0%
CCCCCOC(=O)CSc1nnc(-c2ccccc2)o1 | 0%
CSc1nnc2c(n1)OC(c1ccncc1)Nc1ccccc1-2 (stereo not drawn) | 1%
O=C(N/N=C/C1CC=CCC1)C(O)(c1ccccc1)c1ccccc1 (stereo not drawn) | 9%
Cc1cc(NNC(=O)c2ccccc2Cl)c2cccc(C)c2n1 | 16%
CCSc1nc2c(C)c(O)c(C)cc2[nH]1 | 0%
CC(C)C(=O)Nc1cc(C(F)(F)F)cc(C(F)(F)F)c1 | 3%
Cc1c(NC(=O)C(c2ccccc2)c2ccccc2)cccc1[N+](=O)[O-] | 13%
CCCOc1ccc(Cl)cc1/C=C(/C#N)c1nc2ccc(C)cc2[nH]1 | 28%
CCN(CC)c1ccc(C=Nc2ccc(S(N)(=O)=O)cc2)cc1 | 6%
Cc1ccc(N2CCN(CC3CC4C=CC3C4)CC2)cc1 (stereo not drawn) | 10%
COc1ccc(C=Nc2c(C)cc(C)cc2C)cc1 | 12%
CCOC(=O)COc1ccc(/C=C2\C(=O)NC(=O)N(c3ccc(Br)cc3)C2=O)cc1 | 7%
Nc1nnc(SCC(=O)c2ccccc2)s1 | 5%
CCCCSc1nnc2c(n1)OC1(Nc3ccccc3-2)C(=O)Nc2ccc(F)cc21 (stereo not drawn) | 11%
CCOC(=O)CSc1nc2ccc(C)cc2[nH]1 | 15%
CC1=C/C(=N\N=C2\NC(=O)C(CC(=O)Nc3ccc(C(=O)O)cc3)S2)CC(C)(C)C1 (stereo not drawn) | 34%
O=C(NCc1ccccn1)C(=O)Nc1cccc(Cl)c1 | 15%
OC(COc1ccc(C23CC4CC(CC(C4)C2)C3)cc1)CN1CCN(c2ccc(F)cc2)CC1 (stereo not drawn) | 19%
Cc1c(NC(=S)NC(NC(=O)c2ccccc2Cl)C(Cl)(Cl)Cl)c(=O)n(-c2ccccc2)n1C (stereo not drawn) | 0%
NS(=O)(=O)c1ccc(NC(=O)/C(=C\c2ccc(Br)cc2)NC(=O)c2ccccc2)cc1 | 16%
O=C(CSc1nc(O)c(C(c2ccccc2)c2ccccc2)c(=O)[nH]1)N1CCOCC1 | 0%
O=S(=O)(Nc1ccccc1I)c1cc(Cl)ccc1Cl | 38%
O=C(/C=C/c1ccc(Cl)cc1Cl)N1CCN(c2ccc(Cl)cc2[N+](=O)[O-])CC1 | 16%
CCOc1ccccc1NC1=C(Cl)C(=O)N(c2ccc(Cl)cc2)C1=O | 5%
COc1ccc(NC(=O)c2ccccc2[N+](=O)[O-])c(OC)c1 | 3%
Cc1nn(C(=O)c2ccccc2)c(C)c1Sc1ccc([N+](=O)[O-])cc1 | 8%
O=C1c2ccccc2C(=O)c2cc(S(=O)(=O)N3CCCCC3)ccc21 | 0%
O=C(/C=C/c1ccc([N+](=O)[O-])cc1)Nc1ccc(Cl)cc1 | 4%
CC1(CC(=O)N/N=C/c2ccc(C(C)(C)C)cc2)OCCO1 | 2%
O=C1CC(O)(C(F)(F)C(F)F)Oc2ccc(Cl)cc21 (stereo not drawn) | 0%
COc1cc(NC(=O)c2cc3n(n2)C(C(F)(F)F)CC(c2ccc(Cl)cc2)N3)cc(OC)c1OC (stereo not drawn) | 10%
CN(C)c1ccc(C=Nc2cc(Cl)cc(Cl)c2)cc1 | 0%
O=C1CCCC(=O)C1c1cc(NS(=O)(=O)c2ccccc2)ccc1NS(=O)(=O)c1ccccc1 | 7%

Single values from the results shown:
O=C1CCCC(=O)C1c1cc(NS(=O)(=O)c2ccccc2)ccc1NS(=O)(=O)c1ccccc1 – RNase H inhibition: 7%
CC1=C/C(=N\N=C2\NC(=O)C(CC(=O)Nc3ccc(C(=O)O)cc3)S2)CC(C)(C)C1 (stereo not drawn) – RNase H inhibition: 34%

Remaining list, next part
Compound | RNase H inhibition
CN(C)CCOC(=O)CCN1C(=O)/C(=C2/SC(=S)N(CCC(=O)OCCN(C)C)C2=O)SC1=S | 10%
O=C(CSc1ccccn1)OCC(=O)c1ccc(Br)cc1 | 10%
N#C/C(=C/c1ccc(-c2ccc(C(=O)O)cc2)o1)C(=O)Nc1ccc2ccccc2c1 | 12%
COc1ccc(C(=O)/C=C/c2ccc(OC3CSC3)cc2)cc1 | 10%
Cc1ccc(C(=O)ON=C2c3ccccc3-c3ccccc32)cc1 | 23%
CC1=NN(c2ccc(C)c(C)c2)C(=O)/C1=C\c1ccc(N(C)C)cc1 | 18%
Cc1oc2c(cc(O)c3ccccc32)c1C(=O)c1ccc(Cl)cc1 | 23%
CC(=O)Nc1c(C)cc(C2(c3cc(C)c(NC(C)=O)c(C)c3)CCCCC2)cc1C | 15%
CN(C1=NC(=O)/C(=C/c2ccc([N+](=O)[O-])cc2)S1)c1ccc(O)cc1 | 22%
CCOc1ccccc1C1C(C(=O)Nc2ccccc2OC)=C(C)NC2=C1C(=O)CC(C)(C)C2 (stereo not drawn) | 15%
O=c1[nH]c(-c2ccc(O)c([N+](=O)[O-])c2)nc2sc3c(c12)CCCC3 | 15%
CC(=O)c1cc(F)c(N2CCN(C(=O)c3cc(F)c(F)cc3C)CC2)cc1C | 1%
Cc1ccc(OCC(=O)Nc2cc([N+](=O)[O-])ccc2Cl)c(Br)c1 | 5%
CCOC(=O)C1C(=O)C=C(/C=C/c2ccccc2)CC1c1ccc(Cl)cc1 (stereo not drawn) | 10%
Cc1ccc(-n2c(-c3ccccc3F)nc3c(cnn3-c3ccccc3)c2=O)cc1 | 14%
COc1cc2[nH]c(=O)c3c(c2c(OC)c1OC)OC(N)=C(C#N)C3c1ccccc1 (stereo not drawn) | 0%
COc1ccc(Cl)cc1C(=O)Nc1cccc(F)c1 | 4%
c1ccc(-c2cnc(-c3cccc4ccccc34)o2)cc1 | 5%
CCOC(=O)c1c(-c2cc(C)ccc2C)csc1NC(=O)c1c(F)cccc1F | 5%
O=c1oc2ccccc2cc1-c1nnc(Nc2ccccc2I)s1 | 25%
CCOc1ccc(-c2nnc(NC(=O)Cc3ccccc3)s2)cc1 | 5%
CCOc1cc(C=O)cc(Br)c1OCc1ccccc1 | 30%
O=C(c1ccco1)N1CCN(S(=O)(=O)c2ccc(F)cc2)CC1 | 3%
C=CCc1cccc(/C=N/c2ncccc2O)c1O | 1%
Cc1cc(OCC(=O)Nc2ccccc2C(N)=O)cc(C)c1Cl | 2%
S=c1[nH]nc(COc2ccc(Cl)cc2)n1C1CCCCC1 | 8%
O=C(N/N=C/c1ccccc1F)c1ccc(O)cc1O | 1%
COc1ccc(Br)cc1/C=C1/SC(=S)N(c2cccc(Cl)c2)C1=O | 6%
Cc1ccc(-c2cc(C(=O)Nc3ccc(C(N)=O)cc3)c3ccccc3n2)cc1C | 5%
CCCSc1nnc2c(n1)OC(c1ccccc1OC(C)=O)N(C(C)=O)c1ccccc1-2 (stereo not drawn) | 6%
COc1ccc(OCC(O)CN2CC(C)OC(C)C2)cc1 (stereo not drawn) | 9%
CCOC(=O)/C(C#N)=C(\O)c1ccc(NC(=O)c2ccccc2Cl)cc1 | 8%
O=C1CSC(c2ccc3c(c2)OCO3)N1 (stereo not drawn) | 2%
COc1ccc(C(=O)NC(=S)Nc2ccc(NC(=O)c3ccco3)cc2)cc1 | 9%
CCN(C(=O)c1sc(NC(=O)c2ccccc2F)c(C#N)c1C)C1CCCCC1 | 15%
COc1cc(/C=N/c2sc3c(c2C#N)CCCC3)ccc1O | 22%
Cc1ccc2c(c1)NC(c1cccs1)C1=C(CC(C)(C)CC1=O)N2 (stereo not drawn) | 9%
COc1ccc(Cl)cc1Nc1nc(-c2ccc(OC)c(OC)c2)cs1 | 5%
COc1cccc(C(=O)Nc2nnc(CCS(=O)(=O)c3ccc(Br)cc3)s2)c1 | 11%
Cc1ccc(N(CC(=O)Nc2cccc(Br)c2)S(=O)(=O)c2ccccc2)cc1 | 5%
COc1ccccc1CNC(=O)/C=C/c1ccc(F)cc1 | 21%
COc1ccc(C)cc1NC1CCC(c2ccccc2)CC1 (stereo not drawn) | 10%
CCOc1ccc(C2Nc3cccc4cccc(c34)N2)cc1OC | 16%
COc1ccc(CC(C(=O)O)C(=O)O)cc1OC | 8%
Cc1ccc(C(=O)NC(=S)Nc2ccc3oc(-c4ccccc4Cl)nc3c2)cc1 | 13%
Cc1cc(C)c(OCCCCN2CCCC2)c(Cl)c1 | 6%
COc1cccc(NC(=O)COc2c(C)cc(Cl)cc2Cl)c1 | 17%
CCOc1ccccc1NC(=O)CCN1C(=O)/C(=C/c2ccccc2Cl)SC1=S | 13%
CN1CCN(C(=O)Nc2ccc(Cl)cc2)CC1 | 10%
CCOc1cccc(C(=O)NC(=S)Nc2cc(-c3nc4ccccc4s3)ccc2C)c1 | 19%
COc1cc2ccccc2cc1C(=O)Nc1ccc(Cl)c(NC(=O)c2ccccc2)c1 | 1%
